Source: PubChem BioAssay (The Scripps Research Institute Molecular Screening Center)
OXTR potentiate: potentiators of human oxytocin receptor | P30559 | CHO-OTR cells, Fluo-8 calcium fluorescence, potentiator mode; 0% = oxytocin EC15, 100% = EC100 | activation, % at 3 µM | 320,000 compounds, 0.061% hits;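 active = activation above that plate's cutoff, the mean activation of tested compounds plus 3 SD, cut at about 6.6% in these data, passing the limit was not always enough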;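 note: 100% uses oxytocin at 75 nM as the full agonist control; some results filed as inactive read as strong as hits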
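Assay system: CHO-OTR cells, human receptor / Also added: oxytocin at about EC15, sub-maximal agonist stimulus / Dosing: single dose, 3.0 µM nominal final compound concentration / Incubation: 6 min pre-incubation, 100 s read / Technique: Fluo-8 calcium dye fluorescence / Read-out: % activation vs EC15 and EC100 oxytocin / Benchmarks: EC15 oxytocin low, 75 nM oxytocin high / Replicates: singlicate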
M1 ag parental: M1 agonist counterscreen hit in parental CHO-K1 cells | Fluo-8 calcium fluorescence; scaled to maximal ATP response, vehicle zero | 360,000 compounds, 0.48% hits | activation, % at 3 µM | AID 602248; in the data active = activation above about 15%;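 note: untransfected CHO-K1 host cells lacking M1 receptor as counterscreen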
V1R ag counter: counter-screen for oxytocin receptor agonists: human V1a receptor agonists; CHO-V1R cells, Fluo-8 calcium fluorescence, agonist mode; 0% DMSO, 100% 3 nM vasopressin; activation, % at 3 µM; 320,000 compounds, 0.25% hits; AID 2797;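 active = activation above the mean activation of all tested compounds plus 3 SD, per screening run, cut at about 20% in these data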;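 note: signal is peak over basal fluorescence ratio across a 100 second FLIPR read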
TAAR1 antag: antagonists of human TAAR1 | Q96RJ0 | CHO RD-HGA16 TAAR1, Fluo-8 calcium fluorescence, antagonist | inhibition, % at 3 µM | 360,000 compounds, 1.5% hits;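 active = inhibition above a per-plate cutoff, the mean inhibition of test compounds on that plate plus 3 SD, cut at about 49% in these data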;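 note: 0% = DMSO plus EC80 beta-PEA response and 100% = DMSO alone without agonist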
Target sequence (Q96RJ0 whole entry, looked up): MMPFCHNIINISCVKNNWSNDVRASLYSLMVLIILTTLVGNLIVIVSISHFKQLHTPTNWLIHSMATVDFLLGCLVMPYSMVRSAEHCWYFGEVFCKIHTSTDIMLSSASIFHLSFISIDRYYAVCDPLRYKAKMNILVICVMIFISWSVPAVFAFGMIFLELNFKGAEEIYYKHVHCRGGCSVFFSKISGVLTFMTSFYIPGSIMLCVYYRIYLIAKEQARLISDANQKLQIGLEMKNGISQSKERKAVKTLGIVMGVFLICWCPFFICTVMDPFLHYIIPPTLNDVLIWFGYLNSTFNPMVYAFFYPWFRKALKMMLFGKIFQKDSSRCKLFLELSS
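Assay system: CHO-derived RD-HGA16 cells stably expressing human TAAR1 plus Gα16. Timing: 140 s kinetic read after compound, 140 s after agonist. Technique: kinetic Fluo-8 calcium fluorescence measurement. Measure: % inhibition of agonist calcium response.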
M1 PAM parental: nonselective activator or artifact in parental CHO-K1 calcium assay; 360,000 compounds, 0.02% hits; activation, % at 3 µM; AID 602247; ATP EC20, Fluo-8 calcium fluorescence; 0% at ATP EC20, 100% at ATP max;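 active = activation above the run cutoff, the mean activation of all test compounds plus 3 SD, cut at about 40% in these data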;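 note: peak over basal fluorescence ratio in a 140 s read after ATP addition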
TAAR1 agonist: agonists of human TAAR1. CHO RD-HGA16 TAAR1, Fluo-8 calcium fluorescence; vehicle wells 0%, saturating PEA agonist 100%. activation, % at 3 µM. 360,000 compounds, 0.99% hits. AID 624467;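 active = activation above the mean activation of all test compounds in the run plus 3 SD, cut at about 38% in these data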
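Signal – calcium-sensitive Fluo-8 signal, excitation 470-495, emission 515-575 nm · System – RD-HGA16 (CHO) cells co-expressing Gα16 and hTAAR1 · Incubation – 17-24 h seeding, 75 min 37 °C dye, 30 min RT · Compound dosing – 3 µM single concentration · Repeats – no replicates (n 1)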
CHRM1 agonist: human M1 muscarinic receptor agonism. activation, % at 3 µM. AID 588814. CHO-K1 hM1, Fluo-8 calcium fluorescence, agonist mode; 0% DMSO, 100% acetylcholine EC100. 360,000 compounds, 0.33% hits;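 active = activation above the run's mean compound activation plus 3 SD, cut at about 16% in these data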;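 note: peak over basal fluorescence ratio within a 140 s kinetic read after compound addition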
Target sequence (P11229 whole entry, looked up): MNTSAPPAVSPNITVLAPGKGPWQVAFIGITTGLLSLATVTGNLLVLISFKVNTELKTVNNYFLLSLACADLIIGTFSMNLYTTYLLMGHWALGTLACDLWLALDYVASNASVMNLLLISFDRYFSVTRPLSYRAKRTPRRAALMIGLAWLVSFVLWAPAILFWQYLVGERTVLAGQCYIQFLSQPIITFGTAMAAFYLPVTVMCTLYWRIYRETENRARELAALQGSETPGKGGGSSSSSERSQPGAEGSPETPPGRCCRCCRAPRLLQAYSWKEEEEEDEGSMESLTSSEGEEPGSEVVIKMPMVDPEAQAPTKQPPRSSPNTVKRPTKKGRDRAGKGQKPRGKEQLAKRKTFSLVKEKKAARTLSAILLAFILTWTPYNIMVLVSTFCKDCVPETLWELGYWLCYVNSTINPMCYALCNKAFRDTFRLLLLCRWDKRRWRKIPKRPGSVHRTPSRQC
CHO-K1 Ca antag: counter-screen for M1 antagonists: effect in parental CHO-K1 cells; ATP-induced calcium, Fluo-8 fluorescence; inhibition, % at 3 µM; 360,000 compounds, 0.6% hits; AID 602250;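 active = inhibition above a per-plate cutoff, the plate's mean sample inhibition plus 3 SD, cut at about 24% in these data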;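 note: 0% = DMSO plus EC80 ATP and 100% = DMSO alone without ATP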
CHO parental Ca: signal in parental CHO cells, OX1R antagonist counter-screen | parental CHO-K1, ATP-induced calcium, Fluo-8 fluorescence | inhibition, % at 5.6 µM | 330,000 compounds, 0.63% hits | AID 463079;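 active = inhibition above that plate's mean sample inhibition plus 3 SD, cut at about 26% in these data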;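 note: 0% = ATP-challenged DMSO wells and 100% = DMSO wells without ATP; some compounds past the cut are filed as inactive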
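Measured by: calcium-sensitive Fluo-8 fluorescence / Test system: CHO parental line / Controls: ATP-challenged DMSO wells low, unchallenged DMSO wells high / Measure: % inhibition / Compound: single nominal dose of 5.6 µM per compound / Replicates: single well per compound, no replicates / Reagent: ATP as calcium-mobilizing challenge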
Numbers without * were called inactive; / = no result given; & = joins results of further samples.

SMILES	OXTR potentiate	M1 ag parental	V1R ag counter	TAAR1 antag	M1 PAM parental	TAAR1 agonist	CHRM1 agonist	CHO-K1 Ca antag	CHO parental Ca
COc1ccc2[nH]cc(C3N4CC5(C)CN3CC(C)(C4)C5=O)c2c1 (configuration not stated)	-2.6	0.5	0.5	6.3	18.1	0.8	-4.6	-13.1	5.0
O=C1C(O)CC2c3ccccc3CC3(CCCC3)N12 (configuration not stated)	1.5	0.6	0.1	-15.4	15.8	0.2	-5.5	-8.1	-10.0
CCN(CC(=O)Nc1ccccc1SC)Cc1nc2ccccc2c(=O)[nH]1	3.9	7.2	-0.2	-42.5	7.3	8.4	0.4	-9.0	-21.1
Cc1ccc(C2CC(c3cccs3)=NN2S(=O)(=O)c2ccc(C)cc2)cc1 (configuration not stated)	-5.6	1.1	2.5	-19.4	22.9	2.2	-4.2	-11.2	-2.3
Cc1cc(-n2c(SCC(=O)Nc3ccc(Br)cc3)nc3n[nH]c(C)c3c2=N)ccc1Cl	-19.1	0.0	-0.3	-33.8	-6.9	2.9	0.5	-15.0	-16.6
S=C(c1ccc(N2CCOCC2)cc1)N1CCOCC1	-10.8	0.8	-0.2	6.5	22.4	10.2	-4.6	-16.2	-9.1
CCCCCCNC(=O)CC(NS(=O)(=O)c1ccc(NC(C)=O)cc1)C(C)C (configuration not stated)	-3.2	1.5	-0.8	10.8	2.4	6.1	-4.8	-7.2	-14.4
CN(C)c1ccc(S(=O)(=O)NCC(=O)NCc2ccccc2)cc1[N+](=O)[O-]	-15.5	2.8	1.0	47.5	6.3	78.9*	-7.3	-12.6	-21.2
COC(=O)c1cc2nc(-c3ccccc3)cc(C)n2n1	6.5	6.4	-1.2	-11.9	23.9	2.6	3.3	-5.2	-11.2
C1=C(CCNC2=NCCCCC2)CCCC1	-15.6	0.0	0.0	1.3	-4.5	11.1	-7.1	22.8	-5.5
CCOC(=O)C1CCCN(CC(O)COc2ccccc2C(C)=O)C1 (configuration not stated)	-0.6	-0.3	0.1	3.5	-7.7	6.9	-6.5	18.9	-17.7
COc1ccc(N2C(=O)CSC2c2ccncc2)cc1 (configuration not stated)	-7.3	1.3	-0.5	1.7	18.4	5.0	-2.9	-0.6	10.6
Cc1cc(C)n2ncc(-c3cccc(Br)c3)c2n1	0.1	0.1	-1.0	-4.4	-2.1	0.9	-0.3	-13.7	-26.9
CCOc1ccc2nc(NC(=O)CSCC(=O)Nc3cc(C)on3)sc2c1	-13.3	0.7	-1.0	1.4	17.1	0.0	-2.5	-12.8	-13.1
CCOC(=O)CSC1=C(C#N)C(c2sccc2C)CC(=O)N1 (configuration not stated)	-5.9	0.9	2.9	-2.1	15.7	9.5	-5.0	-6.9	-8.9

Rewritten with values under each structure: 3 of the compounds above.
Order of results – OXTR potentiate, M1 ag parental, V1R ag counter, TAAR1 antag, M1 PAM parental, TAAR1 agonist, CHRM1 agonist, CHO-K1 Ca antag, CHO parental Ca
CCOC(=O)C1CCCN(CC(O)COc2ccccc2C(C)=O)C1 (configuration not stated)
→ -0.6, -0.3, 0.1, 3.5, -7.7, 6.9, -6.5, 18.9, -17.7
CCN(CC(=O)Nc1ccccc1SC)Cc1nc2ccccc2c(=O)[nH]1
→ 3.9, 7.2, -0.2, -42.5, 7.3, 8.4, 0.4, -9.0, -21.1
COc1ccc(N2C(=O)CSC2c2ccncc2)cc1 (configuration not stated)
→ -7.3, 1.3, -0.5, 1.7, 18.4, 5.0, -2.9, -0.6, 10.6

Next section
SMILES	OXTR potentiate	M1 ag parental	V1R ag counter	TAAR1 antag	M1 PAM parental	TAAR1 agonist	CHRM1 agonist	CHO-K1 Ca antag	CHO parental Ca
CC(Sc1nc(NCc2ccccc2)nc(N2CCOCC2)n1)C(=O)Nc1ccccc1 (configuration not stated)	-18.4	0.2	2.1	33.5	19.9	16.1	4.2	-11.0	3.8
COc1cc(Cl)ccc1OCc1cc(C(=O)N2CCN(C)CC2)no1	-11.1	2.0	1.0	-20.3	9.9	1.8	-12.0	-16.1	-0.2
CCCC(=O)Nc1ccc(Cl)c(NC(=O)c2cccnc2Cl)c1	-9.1	0.1	0.4	1.6	-0.2	38.8*	-3.3	-0.3	7.3
COC(=O)Nc1ccc(S(=O)(=O)N2CCC(C(=O)NC3CCCCC3)CC2)cc1	-9.8	1.1	-0.7	24.8	20.8	-2.0	-4.1	-11.5	-5.8
CCCc1nnc(SCC(=O)Nc2ccc(Cl)cc2Cl)o1	-1.2	-0.3	0.3	1.2	10.8	-0.3	-2.5	-14.4	3.4
CCOC(=O)C1C(=O)OC2(CCOC(C)(C)C2)C1C(=O)OCC (configuration not stated)	-8.3	0.2	0.7	-4.2	10.6	3.8	-3.2	-10.9	-16.9
O=c1cc(CNCCCO)c2ccccc2[nH]1	-8.6	-0.2	0.9	-1.5	4.7	16.4	-1.1	-4.7	10.5
COc1ccc(CN2C(=O)C(CC(C)C)Nc3ncnc(N4CCN(c5ccccc5)CC4)c32)cc1 (configuration not stated)	-11.8	-0.5&0.6	-0.1	1.6&-8.9	23.8&12.5	2.8&-0.1	-10.1&-8.4	-21.5&6.6	-14.2
O=C(NCC(O)c1ccccc1)c1cccs1 (configuration not stated)	-8.5	1.2	0.0	12.2	22.7	0.8	-5.2	-6.0	-4.2
CCC1OC(C(C)C)Cc2[nH][nH]c(=O)c21 (configuration not stated)	/	-0.2	/	-11.0	-0.1	0.1	/	-11.1	/
Cc1cc(C)nc(SCC(N)=O)n1	0.8	0.1	1.2	-27.9	-22.6	3.5	-1.4	10.7	1.9
O=S(=O)(Nc1ccc(S(=O)(=O)Nc2ccccc2)cc1)c1ccccc1	-16.5	1.8	13.9	4.5	32.5	27.9	5.6	-14.2	10.8
Cc1ccc(NC(=O)CN(C)C(=O)CSc2nc(C)cs2)cc1	-0.9	-0.3	-1.2	-14.2	1.0	2.6	-4.2	-0.5	-2.5
Cc1ccccc1OCCN1C(=O)NC2(CCCc3ccccc32)C1=O (configuration not stated)	-18.7	5.0	0.1	-9.6	3.1	18.2	-2.9	7.6	-26.5
CCOc1ccc(NC(=O)CN2CCN(c3ccc(F)cc3)CC2)cc1S(=O)(=O)N1CCCC1	/	1.3	/	-6.7	15.4	-0.1	-4.7	-9.2	/
CN1CCCN(S(=O)(=O)c2cccc(Cl)c2Cl)CC1	-7.1	0.8	0.7	-4.5	10.6	7.6	-6.5	-14.7	1.2
Cc1cccc(CCNC(=O)c2cc(S(=O)(=O)N3CCCCC3)c[nH]2)c1	-6.9	2.2	6.9	-6.3	6.9	7.2	2.5	2.0	-4.3
CC(C)(C)NC(=O)NC(=O)COC(=O)CNC(=O)C1CCCCC1	-2.1	0.8	0.0	-14.1	17.0	-0.9	-4.0	-13.9	-7.4
O=C(c1ccc2ccccc2n1)N1CCN(S(=O)(=O)c2ccc(Cl)cc2)CC1	-10.0	2.5	4.8	8.0	0.8	4.1	3.0	-9.6	-19.6
Cc1cc(NC(=O)c2cccs2)ncc1NC(=O)C(C)(C)C	3.0	0.7	2.2	-7.0	9.2	4.5	-1.6	-17.8	5.3
NC(=O)c1ccsc1NC(=O)CCc1ccccc1	-12.6	0.1	0.8	-6.9	-2.6	-0.2	-0.3	-7.2	-5.1
Cc1cccc(C)c1NC(=O)CSc1nnc(-c2ccco2)n1N	-14.8	0.6	-0.2	4.7	18.9	15.8	-4.3	-3.0	6.0
CCOC(=O)C1=NNC(C(=O)OCC)C1C(=O)OCC (configuration not stated)	/	0.5	/	1.1	-16.1	2.4	-4.5	-12.6	/
CCCCN(C(=O)c1ccc(-c2ccc([N+](=O)[O-])cc2)o1)c1c(N)n(CCCC)c(=O)[nH]c1=O	-4.5	-1.0	-0.9	5.9	4.4	-0.3	-3.7	-4.4	1.5
O=[N+]([O-])c1ccc(N/N=C/c2cccc(O)c2O)c(S(=O)(=O)N2CCOCC2)c1	-8.3	6.4	2.5	13.8	-2.3	15.6	1.2	2.1	-12.4
COc1cnn(-c2cccc(C)c2)c(=O)c1Cl	-6.0	0.9	0.6	-15.6	-0.6	7.4	-1.2	12.2	-5.4
C/C(CC(=O)Nc1ccc(Cl)cc1C(F)(F)F)=N\NC(N)=S	-7.5	-0.2	-1.8	-2.2	-13.7	6.2	-3.9	7.8	-26.4
CC(=O)N/C(=C\c1ccccc1)C(=O)OCC(=O)NC1CCS(=O)(=O)C1 (configuration not stated)	-2.4	-0.2	-0.1	10.1	7.9	11.1	-3.3	-7.6	-4.0
O=C(CCc1nc2ccccc2[nH]1)Nc1ccc2c(c1)OCCO2	0.9	1.1	0.2	0.3	-3.5	1.6	-1.4	-4.8	-9.8
COc1ccc(OCCN(C)CC(=O)Nc2c(C)cccc2C)cc1	/	5.8	/	-25.2	6.8	11.1	-4.4	-10.7	/
CCCCCSc1nc2c(c(=O)[nH]c(=O)n2C)n1CCc1ccccc1	-3.0	0.6	0.7	-15.2	2.4	-2.1	-4.0	2.5	-10.6
COc1cc(C2C(C(C)=O)=C(O)C(=O)N2c2ccc(Br)cn2)ccc1O (configuration not stated)	-6.0	0.4	-0.1	-1.1	22.4	15.8	-2.4	-12.4	-3.2
CC(=O)Nc1n[nH]c(-c2ccc(C)cc2)c1C	-8.3	0.6	1.2	5.3	9.3	8.4	-3.7	-2.2	0.2
COC(=O)CCSc1cc(NCCOC(C)=O)c([N+](=O)[O-])c2nonc12	1.0	0.4	-0.2	1.9	11.2	-0.4	-8.1	-9.0	2.5
CCN(Cc1ccccc1)C(=O)CN1C(=O)c2ccccc2C1=O	-6.0	1.0	0.3	1.2	8.4	0.2	0.4	2.8	-13.3
COC(=O)[C@H](C)N(Cc1ccc(Cl)c(Cl)c1)S(=O)(=O)CCN1CCCC1	/	1.1	/	-4.7	17.3	2.7	-8.1	-13.7	-14.8
COc1ccc(CN2C(=O)c3cccnc3C2=O)cc1S(=O)(=O)N1CCOc2ccccc21	-8.8	7.0	3.4	5.2	15.1	11.3	-0.2	-18.8	-25.0
CCC(C)N(C(=O)CSc1nnc(-c2ccco2)n1C)C1CCS(=O)(=O)C1 (configuration not stated)	-3.5	1.0	0.1	-31.4	21.9	0.7	-1.8	-13.3	-3.7
CC1=Nc2ccc(C)cc2/C1=C/c1c(N)n2c(S(=O)(=O)C(C)C)nsc2nc1=O	/	0.1	/	21.2	16.3	6.5	-6.4	4.1	/
C/C(CCC(=O)O)=N/Nc1ccc([N+](=O)[O-])cc1[N+](=O)[O-]	-10.6	6.6	6.7	15.0	9.8	2.8	4.2	-3.7	-4.1
